Screens deposited in PubChem by National Center for Advancing Translational Sciences (NCATS).
GLP1R cytotox = cytotoxicity counter-screen for GLP-1 receptor inverse agonists; HEK293 cAMP-luciferase reporter cells, luminescence, 24 h; Potency, µM (series often up to 38.3 µM), inactives show at the highest dose activity change, negative = inhibition, usual class: inhibitors; 410,000 tested, 0.13% active; AID 624418;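 also: loss of luciferase light is scored as toxicity; potency is read from the fitted curve at half-maximal effect; % is scaled to controls: 0 for no effect and ±100 for the full control effect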
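1536-well qHTS counterscreen of the MLSMR; 200 cells/uL, 12 h pre-incubation, 23 nL cpd, 24 h at 37 deg C 5% CO2, luciferase detection reagent, 12 min RT, luminescence. Inhibition = undesired.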
KB-V1 MDR tox = KB-V1 MDR subline cytotoxicity | KB-V1 MDR cells viability, CellTiter-Glo, 72 h | Potency, µM (doses to about 46.1 µM), for the others: top-dose activity change, negative = cytotoxicity, hits mostly cytotoxic | 400,000 tested, 3.4% active | AID 1347076; also: potency is read from the fitted curve at half-maximal effect; % is scaled to controls: 0 for no effect and ±100 for the full control effect; nearly all actives have a fitted effect of over 60% in size
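KB-V1, DMEM (no phenol red) + 10% FBS; cpd pin-transferred, titration series; 72 h, 37 degrees C; CellTiter-Glo, luminescence. Data normalized, curve-fit.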
HT1080 IDH1KD tx = kills HT-1080 cells with IDH1 knockdown; HT-1080 IDH1 knockdown viability, ATP luminescence, 48 h; Potency, µM (top dose mostly 46.1 µM), without a hit: at the top dose activity, negative = toxicity, most hits filed as cytotoxic; 360,000 tested, 2% active; AID 686971;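 also: potency is read from the fitted curve at half-maximal effect; 0% = DMSO wells and -100% = cell-free medium wells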
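IDH1KD HT-1080 cells, 750/well, RPMI + 5% FBS; compound pinned after 2 h settling; 48 h, 37 °C; CellTiter-Glo luminescence; % activity normalised to DMSO and no-cell wells; curves fitted, classed by r2 and efficacy.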
HT1080NT lethal = kills 2HG-producing HT-1080-NT fibrosarcoma cells; Potency, µM (top dose mostly 46.1 µM), without a hit: top-dose activity, negative = less viability, usual class: cytotoxic; 360,000 tested, 1.6% active; HT-1080-NT fibrosarcoma viability, CellTiter-Glo ATP luminescence, 48 h;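 also: NT is the 2HG producing partner of a matched IDH1 knockdown line; potency is read from the fitted curve at half-maximal effect; 0% = DMSO-treated cells and -100% = media-only wells without cells; nearly all actives have a fitted effect of over 55% in size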
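Fibrosarcoma NT cells, 750 per well in 5% FBS RPMI, were exposed to compound for 48 hours. Viability: CellTiter-Glo luminescence.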
KB-3-1 cytotox = KB-3-1 parental cell cytotoxicity. KB-3-1 viability, CellTiter-Glo ATP luminescence, 72 h. Potency, µM (series often up to 46.1 µM), for the others: at the highest dose activity change, negative = cytotoxic, most hits filed as cytotoxic. 400,000 tested, 1.4% active. AID 1347075; also: potency is read from the fitted curve at half-maximal effect; % is scaled to controls: 0 for no effect and ±100 for the full control effect; nearly all actives have a fitted effect of over 60% in size
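Viability of parental KB-3-1 cells, measured by CellTiter-Glo luminescence, followed a 72 h incubation at 37 °C with pinned compounds in phenol-red-free DMEM containing 10% FBS.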
D3 ag = agonists of human D3 dopamine receptor; P35462; D3R DiscoveRx beta-arrestin cells, luminescence, 90 min; max activation, %; 410,000 tested, 0.58% active; AID 652048; in the data active = max activation above about 30%; also: 0% is about no effect; mostly tested at two doses, the higher about 12 µM
Target sequence (P35462 whole entry, looked up): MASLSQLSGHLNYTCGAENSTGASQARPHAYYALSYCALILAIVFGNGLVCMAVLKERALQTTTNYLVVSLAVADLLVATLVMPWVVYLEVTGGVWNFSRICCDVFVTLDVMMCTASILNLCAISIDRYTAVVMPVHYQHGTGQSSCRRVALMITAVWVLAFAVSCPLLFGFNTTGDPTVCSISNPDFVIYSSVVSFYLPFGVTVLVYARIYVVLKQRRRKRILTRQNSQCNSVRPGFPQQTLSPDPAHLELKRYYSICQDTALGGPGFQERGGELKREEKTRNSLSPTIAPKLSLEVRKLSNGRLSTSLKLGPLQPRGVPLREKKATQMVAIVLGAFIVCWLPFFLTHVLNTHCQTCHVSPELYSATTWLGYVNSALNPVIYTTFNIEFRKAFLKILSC
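Cells at 1500/well, incubated overnight, then treated with pinned compounds (dopamine as control) for 90 min at 37 degrees C. DiscoveRx reagent added for 30 - 60 minutes at room temperature; luminescence read.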
IL1B secr inh = inhibitors of inflammasome signaling (IL-1 beta secretion) | THP-1 LPS/ATP IL-1B secretion, AlphaLISA, 16 h; hits give low values | activity change, % at 57.5 µM | 360,000 tested, 4.7% active | AID 743279; in the data active = activity change below about -50%; inconclusive = mostly about -30% to -49%; also: % is scaled to controls: 0 for no effect and ±100 for the full control effect
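THP-1 cells pretreated 1 hr with compounds (up to 57.5 uM final), then stimulated with LPS (250 ng/mL final) plus ATP (1.25 mM final); secreted IL-1B measured by AlphaLISA after 16 hr, decreased signal indicating inhibition.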
MCF10A rereplic = induces DNA re-replication in MCF 10a normal breast cells; MCF 10A DNA re-replication, Hoechst nuclear intensity, 48 h; Potency, µM (highest dose often 46.1 µM), without a hit: at the highest dose activity, positive = re-replication, most hits filed as activators; 350,000 tested, 2.9% active; AID 624296; also: potency is read from the fitted curve at half-maximal effect; % of control where 0% means no effect; nearly all actives have a fitted effect of over 50% in size
SW480 rerep = induces DNA re-replication in SW480 colon adenocarcinoma cells | 340,000 tested, 1.8% active | Potency, µM (series often up to 46.1 µM), for the others: at the top dose re-replication activation, hits mostly activators | AID 624297 | SW480 DNA re-replication, Hoechst DNA content imaging, 48 h; also: potency is read from the fitted curve at half-maximal effect; % of control where 0% means no effect; nearly all actives have a fitted effect of over 55% in size
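DNA re-replication was detected as more nuclei of elevated Hoechst intensity after 48 hr exposure to compound (23 nL pinned per well of 250 cells).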
* = called active by the depositor; ? = inconclusive; . = no result given; [ ] = remark or other dose. Unless noted, calls follow the shape of the dose curve; as a rule, active = well fitted curve in the direction sought with a large enough effect; inconclusive = small, poorly fitted or top-dose-only effect, or another doubt; inactive = no such curve, though single readings can be large; an effect the other way counts as inactive or inconclusive.

Compound	GLP1R cytotox	KB-V1 MDR tox	HT1080 IDH1KD tx	HT1080NT lethal	KB-3-1 cytotox	D3 ag	IL1B secr inh	MCF10A rereplic	SW480 rerep
O=C1C2CCCN2C(c2ccc(F)c(F)c2)N1c1cccc(Cl)c1 (configuration not stated)	-13%	24%	7%	0%	9%	1	16	13%	-3%
Cc1ccc(S(=O)(=O)N2C[C@H]3[C@H]4C(=O)N(c5ccccc5)C(=O)[C@H]4C[C@H](OC(=O)NC4CCCC4)[C@@]3(O)C2)cc1	-16%	-3%	9%	-1%	3%	1	17	.	.
Cc1c(C(N)=O)c(-c2ccccc2)nn1-c1ccccc1	-9%	20%	-5%	-3%	0%	0	4	-3%	-1%
CCOC(=O)C1(CC)NC(c2ccc(OC)cc2OC)C2C(=O)N(C)C(=O)C21 (configuration not stated)	-4%	-2%	12%	12%	1%	-3	1	7%	4%
Cn1c(=O)c2cc(C(=O)Nc3cccc(C#N)c3)sc2c2ccccc21	2%	?	.	.	?	4	.	.	.
COc1cc(C2=Nc3ccc(Br)cc3C(c3ccccc3)N2CC(=O)NN)cc(OC)c1OC (configuration not stated)	-15%	?	-7%	-7%	?	-14	-13	7%	-4%
COc1ccc(C2c3ccc4ccccc4c3Oc3ncn(CCCN(C)C)c(=N)c32)cc1 (configuration not stated)	?	?	?	18µM*	?	-10	-95*	21µM*	12µM*
O=C(OCc1cc(=O)n2nc(-c3cccs3)sc2n1)c1ccc(Cl)cc1	1%	12%	.	.	7%	6	.	.	.
Cc1cc(C)c2sc(N(CCN(C)C)C(=O)CCS(=O)(=O)c3ccccc3)nc2c1	?	-18%	-6%	-12%	?	-7	-14	?	27%
CCCCn1c(N)c(N(C)C(=O)c2cn(-c3ccccc3)nc2-c2ccccc2)c(=O)[nH]c1=O	-11%	?	7%	6%[9.24 µM]	16%	-4	5	4%	-27%
CCCOc1ccc(/C=N/NC(=O)c2nnn(-c3nonc3N)c2-c2cccs2)cc1OC	-2%	?	-15%	-23%	-7%	1	?	-1%	5%
CCCC(C(=O)NCc1ccco1)N(C(=O)CNS(=O)(=O)c1ccccc1)c1ccccc1OC (configuration not stated)	-15%	?	12%	11%	9%	5	8	-15%	16%
COc1ccccc1NC(=S)N(Cc1ccccn1)Cc1ccccc1Cl	9%	3%	9%	1%	1%	-4	19	-5%	-7%
Cc1cccc(C)c1NC(=O)C1(C)CSCC(=O)N1Cc1cccc(F)c1 (configuration not stated)	-7%	?	0%	-8%	-12%	-1	-20	.	.
COc1ccc(NC(=O)/C=C/C(=O)O)c(OC)c1	0%	-12%	9%	13%	0%	-6	.	?	-22%

Next part:
Compound	GLP1R cytotox	KB-V1 MDR tox	HT1080 IDH1KD tx	HT1080NT lethal	KB-3-1 cytotox	D3 ag	IL1B secr inh	MCF10A rereplic	SW480 rerep
COc1cc(C(=O)Nc2ccc3nc(SCc4ccccc4)sc3c2)cc(OC)c1OC	-10%	-3%	.	.	1%	17	.	.	.
O=[N+]([O-])c1ccc(Cl)c(S(=O)(=O)Nc2ccc(-c3ccc(N4CCOCC4)nn3)cc2)c1	-5%	-7%	-13%	-5%	-4%	-17	17	-1%	1%
O=C(O)C1Nc2c(C(F)(F)F)ccc(Cl)c2C2C=CCC12 (configuration not stated)	-5%	-1%	-15%	-27%	0%	-1	?	?	7%
CC(C)Oc1ccccc1C1CC(=O)Nc2cc3c(cc21)OCCO3 (configuration not stated)	?	?	0.71µM*	1µM*	?	36*	-5	?	1.6µM*
COC(=O)c1cc2n(n1)CCCNC2=O	2%	-2%	-3%	0%	0%	-2	-13	-11%	-59%[inhibitor]
O=C1c2ccccc2C(c2nc3ccccc3[nH]2)N1c1ccccn1 (configuration not stated)	-7%	1%	7%	21%	0%	6	-3	.	.
COc1ccc(CCNC(=O)c2ccc(CNS(=O)(=O)c3cccc(Cl)c3)cc2)cc1OC	-17%	?	-17%	-20%	-23%	3	-12	?	1%
Cc1ccc(N/N=C(\C#N)C(=O)c2ccsc2)cc1	?	?	?	?	?	7	28	15%	3%
Cc1cc(C)nc(SCC(=O)NC(=O)c2ccccc2O)n1	5%	16%	-3%	-5%	0%	-4	9	-2%	-1%
Clc1cccc(Cl)c1/C=N/Nc1c(Cl)cncc1Cl	?	?	5.2µM*	2.3µM*	4.6µM*	-1	-82*	2.6µM*	8.2µM*
CC(C(=O)Nc1ccc(N2CCOCC2)cc1)N1C(=O)NC(C)(C)C1=O (configuration not stated)	-4%	1%	2%	0%	2%	1	-1	8%	-5%
CCC(C)Sc1nnc(CSc2nc(C)cc(C)n2)n1C (configuration not stated)	22%	-25%	1%	12%	-5%	-1	32	16%	-7%
Cc1ccc2oc(-c3ccccc3)c(C(=O)O)c(=O)c2c1	19%	0%	?	-19%	-4%	-2	26	?	13%
CCOc1cc(CNC)ccc1OCC(=O)NC(C)(C)C	12%	-2%	8%	1%	6%	2	-3	8%	1%
Cc1cccc(N2C(=O)CS/C2=N\NC(=O)c2ccc(Br)cc2)c1C	1%	-29%	?	7%	-19%	-3	-14	4%	11%

The listing continues.
Compound	GLP1R cytotox	KB-V1 MDR tox	HT1080 IDH1KD tx	HT1080NT lethal	KB-3-1 cytotox	D3 ag	IL1B secr inh	MCF10A rereplic	SW480 rerep
CC1CCN(S(=O)(=O)c2cc(C(=O)Nc3ccc(Br)cc3F)n(C)c2)CC1	?	-13%	.	.	-10%	-4	.	.	.
CC(=O)Nc1ccc(CN(C)c2c(C)nc3ccc(C(=O)N(C)Cc4ccccc4)cn23)cc1	3%	-10%	0%	0%	-8%	7	0	.	.
O=C(Nc1ccccc1)c1nccn1Cc1ccc(F)cc1	-4%	-4%	4%	-3%	-14%	-1	-20	-4%	3%
Nc1cc(=O)[nH]c(SC/C=C/c2ccccc2)n1	-9%	-4%	0%	0%	-13%	10	13	0%	0%
O=C(OCc1cc([N+](=O)[O-])cc2c1OCOC2)c1cccnc1SC(F)F	18%	2%	2%	2%	20%	1	38	2%	-11%
CCOC(=O)C1(Cc2cccc(Cl)c2)CCCN(C(=O)C2CC2)C1 (configuration not stated)	6%	?	-3%	-10%	-26%	-12	0	0%	-1%
CCOC(=O)c1cccc(NS(=O)(=O)c2c(C)nc3sc(C)cn3c2=O)c1	3%	?	.	.	?	-1	.	.	.
Cc1[nH][nH]c(=O)c1C(c1ccc(Cl)cc1)c1c(C)[nH][nH]c1=O	-3%	-6%	13%	20%	-5%	4	-7	2%	-5%
CC(=O)c1nn(-c2ccccc2)cc1C(=O)c1cccc(Br)c1	1%	-16%	-1%	-6%	-1%	3	6	1.6µM*	?
CC(C)(C)c1cc(C(=O)C[n+]2ccc(C(=O)NCCCO)cc2)cc(C(C)(C)C)c1O	-4%	20%	1%	12%	-4%	2	15	?	13%
CCCCN(C(C)=O)c1ccc(S(=O)(=O)NC2=NCCCCC2)cc1NC(C)=O	2%	-25%	-7%	0%	21%	0	10	4%	-6%
CC(C)Oc1ccccc1C1Nc2ccccc2C(=O)N1c1ccc2c(c1)OCCO2 (configuration not stated)	23%	-18%	-29%	-19%	0%	6	-5	-2%	-3%
COc1ccc(NC(=O)CSc2nc3c(oc4ccccc43)c(=O)n2-c2ccccc2)cc1OC	-9%	24%	.	.	8%	5	.	.	.
CSc1ccccc1C(=O)C1CCCN(C(=O)c2ccc(N3CCOCC3)cc2)C1 (configuration not stated)	-1%	-27%	-13%	-19%	-6%	15	-8	0%	2%

Molecules from the list above that have a Cl atom (9):
Compound	GLP1R cytotox	KB-V1 MDR tox	HT1080 IDH1KD tx	HT1080NT lethal	KB-3-1 cytotox	D3 ag	IL1B secr inh	MCF10A rereplic	SW480 rerep
O=C1C2CCCN2C(c2ccc(F)c(F)c2)N1c1cccc(Cl)c1 (configuration not stated)	-13%	24%	7%	0%	9%	1	16	13%	-3%
O=C(OCc1cc(=O)n2nc(-c3cccs3)sc2n1)c1ccc(Cl)cc1	1%	12%	.	.	7%	6	.	.	.
COc1ccccc1NC(=S)N(Cc1ccccn1)Cc1ccccc1Cl	9%	3%	9%	1%	1%	-4	19	-5%	-7%
O=[N+]([O-])c1ccc(Cl)c(S(=O)(=O)Nc2ccc(-c3ccc(N4CCOCC4)nn3)cc2)c1	-5%	-7%	-13%	-5%	-4%	-17	17	-1%	1%
O=C(O)C1Nc2c(C(F)(F)F)ccc(Cl)c2C2C=CCC12 (configuration not stated)	-5%	-1%	-15%	-27%	0%	-1	?	?	7%
COc1ccc(CCNC(=O)c2ccc(CNS(=O)(=O)c3cccc(Cl)c3)cc2)cc1OC	-17%	?	-17%	-20%	-23%	3	-12	?	1%
Clc1cccc(Cl)c1/C=N/Nc1c(Cl)cncc1Cl	?	?	5.2µM*	2.3µM*	4.6µM*	-1	-82*	2.6µM*	8.2µM*
CCOC(=O)C1(Cc2cccc(Cl)c2)CCCN(C(=O)C2CC2)C1 (configuration not stated)	6%	?	-3%	-10%	-26%	-12	0	0%	-1%
Cc1[nH][nH]c(=O)c1C(c1ccc(Cl)cc1)c1c(C)[nH][nH]c1=O	-3%	-6%	13%	20%	-5%	4	-7	2%	-5%

Whole records, quoted from the list. Order of values: GLP1R cytotox | KB-V1 MDR tox | HT1080 IDH1KD tx | HT1080NT lethal | KB-3-1 cytotox | D3 ag | IL1B secr inh | MCF10A rereplic | SW480 rerep
Profile of CCOC(=O)c1cccc(NS(=O)(=O)c2c(C)nc3sc(C)cn3c2=O)c1 → 3% | ? | . | . | ? | -1 | . | . | .
Profile of CC(C)(C)c1cc(C(=O)C[n+]2ccc(C(=O)NCCCO)cc2)cc(C(C)(C)C)c1O → -4% | 20% | 1% | 12% | -4% | 2 | 15 | ? | 13%

An unsorted share of the library (roughly 11% active in at least one column).
